Assay outcomes (PubChem BioAssay)
CHRM1 PAM – human M1 muscarinic receptor positive allosteric modulators, primary screen, CHO-K1 cells, Fluo-8 calcium fluorescence, 1536-well. CHO-K1 hM1, ACh EC20; 0% = ACh EC20, 100% = maximal ACh. activation, % at 3 µM. 360,000 tested, 0.088% active. AID 588819, 2011; in the data active = activation above about 19%, passing the limit was not always enough
Target sequence (P11229 whole entry, looked up): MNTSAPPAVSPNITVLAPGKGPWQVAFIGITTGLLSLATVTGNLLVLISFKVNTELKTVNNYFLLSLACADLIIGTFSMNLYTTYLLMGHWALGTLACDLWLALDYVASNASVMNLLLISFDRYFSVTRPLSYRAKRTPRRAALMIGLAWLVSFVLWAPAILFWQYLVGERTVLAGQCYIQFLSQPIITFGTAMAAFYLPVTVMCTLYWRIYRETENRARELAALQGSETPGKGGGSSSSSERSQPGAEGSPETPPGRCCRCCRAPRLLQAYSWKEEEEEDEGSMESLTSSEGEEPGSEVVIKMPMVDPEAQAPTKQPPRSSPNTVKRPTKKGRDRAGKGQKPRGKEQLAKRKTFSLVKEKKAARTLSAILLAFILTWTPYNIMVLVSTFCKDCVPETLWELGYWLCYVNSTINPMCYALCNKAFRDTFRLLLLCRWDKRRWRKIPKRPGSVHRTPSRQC
CHO parental Ca – ATP-evoked calcium signal inhibitors, parental CHO, primary screen, counter-screen for OX1R antagonist project, cell-based, fluorescence, Fluo-8 calcium dye; parental CHO-K1, ATP-induced calcium, Fluo-8 fluorescence; inhibition, % at 5.6 µM; 330,000 tested, 0.63% active;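 active = inhibition above that plate's mean sample inhibition plus 3 SD, cut at about 26% in these data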;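 also: 0% = ATP-challenged DMSO wells and 100% = DMSO wells without ATP; some compounds past the cut are filed as inactive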
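material = parental CHO cells | also added = ATP as calcium-mobilizing challenge | dosing = single point at 5.6 µM | detection = intracellular calcium via Fluo-8 no-wash fluorescent dye | read-out = % inhibition | benchmarks = low control ATP plus DMSO, high control DMSO only | repeats = one well per compound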
OXTR potentiator – human OXTR potentiators, primary screen, fluorescence, CHO-OTR cells, Fluo-8 calcium. Fluo-8 calcium fluorescence, potentiator mode; 0% = oxytocin EC15, 100% = EC100. activation, % at 3 µM. 320,000 tested, 0.061% active. AID 2445, 2010;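 active = activation above that plate's cutoff, the mean activation of tested compounds plus 3 SD, cut at about 6.6% in these data, passing the limit was not always enough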;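 also: 100% uses oxytocin at 75 nM as the full agonist control; some results filed as inactive read as strong as hits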
Target sequence (P30559 whole entry, looked up): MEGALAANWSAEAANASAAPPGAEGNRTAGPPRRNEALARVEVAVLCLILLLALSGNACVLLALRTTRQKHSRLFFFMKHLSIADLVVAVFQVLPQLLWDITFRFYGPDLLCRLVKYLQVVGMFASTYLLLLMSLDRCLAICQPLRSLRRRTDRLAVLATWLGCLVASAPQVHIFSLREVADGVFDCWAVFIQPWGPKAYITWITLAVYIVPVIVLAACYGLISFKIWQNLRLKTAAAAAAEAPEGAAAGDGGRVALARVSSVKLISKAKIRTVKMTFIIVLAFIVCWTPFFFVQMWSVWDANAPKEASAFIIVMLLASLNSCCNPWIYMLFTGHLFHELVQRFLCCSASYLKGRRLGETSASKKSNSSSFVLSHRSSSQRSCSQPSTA
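Material: CHO-OTR cells, human receptor; compound dosing: single dose, 3.0 µM nominal final compound concentration; schedule: 6 min compound pre-incubation at room temperature, 100 s kinetic read; measured by: kinetic Fluo-8 calcium fluorescence; read-out basis: % activation vs EC15 and EC100 oxytocin; controls: EC15 oxytocin alone as 0%, 75 nM oxytocin as 100%; replicates: singlicate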
CHRM4 agonist – human M4 muscarinic receptor agonists, primary screen, CHO-K1 cells, Fluo-8 calcium fluorescence. CHO-K1 hM4/Gqi5; vehicle 0%, full acetylcholine response 100%. activation, % at 3 µM. 360,000 tested, 0.14% active;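 active = activation above the run mean over all test wells plus 3 SD, cut at about 32% in these data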;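 also: peak over basal fluorescence ratio per well then scaled between controls; 0% = DMSO wells and 100% = acetylcholine at EC100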
M4 antag – human M4 muscarinic receptor antagonists, primary screen, CHO cells, Fluo-8 calcium fluorescence; CHO-hM4 cells, ACh EC80; inhibition, % at 3 µM; 360,000 tested, 0.73% active;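 active = inhibition above its plate's cutoff, the mean inhibition of sample wells plus 3 SD, cut at about 27% in these data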;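 also: 0% = acetylcholine EC80 with DMSO and 100% = DMSO without agonist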
CHRM1 antagonist – human M1 muscarinic receptor antagonists, primary screen, CHO-K1 cells, Fluo-8 calcium fluorescence, 1536-well; Muscarinic acetylcholine receptor M1 (Homo sapiens), P11229; CHO-K1 hM1, ACh EC80 antagonist; inhibition, % at 3 µM; 360,000 tested, 1.3% active; AID 588852, 2011;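 active = percent inhibition above its own plate's cutoff, namely the mean of that plate's compound wells plus 3 SD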;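 also: peak over basal fluorescence ratio during 140 s after agonist addition; 0% = ACh EC80 plus DMSO and 100% = DMSO alone without agonist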
CHO-K1 Ca antag – nonselective inhibitor or artifact in parental CHO-K1 cells; ATP-induced calcium, Fluo-8 fluorescence; inhibition, % at 3 µM; 360,000 tested, 0.6% active; AID 602250;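 active = inhibition above a per-plate cutoff, the plate's mean sample inhibition plus 3 SD, cut at about 24% in these data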;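 also: 0% = DMSO plus EC80 ATP and 100% = DMSO alone without ATP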
CHO-K1 Ca ag – counter-screen for M1 agonists: effect in parental CHO-K1 cells. AID 602248, 2012. Fluo-8 calcium fluorescence; scaled to maximal ATP response, vehicle zero. 360,000 tested, 0.48% active. activation, % at 3 µM; in the data active = activation above about 15%;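 also: untransfected CHO-K1 host cells lacking M1 receptor as counterscreen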
CHRM1 agonist – human M1 muscarinic receptor agonists, primary screen, Fluo-8 calcium fluorescence, CHO-K1 cells, HTS | activation, % at 3 µM | AID 588814, 2011 | CHO-K1 hM1, agonist mode; 0% DMSO, 100% acetylcholine EC100 | 360,000 tested, 0.33% active;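 active = activation above the run's mean compound activation plus 3 SD, cut at about 16% in these data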;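 also: peak over basal fluorescence ratio within a 140 s kinetic read after compound addition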
* hit, by the source's call; / = not tested or not shown.

molecule | CHRM1 PAM | CHO parental Ca | OXTR potentiator | CHRM4 agonist | M4 antag | CHRM1 antagonist | CHO-K1 Ca antag | CHO-K1 Ca ag | CHRM1 agonist
CCC(Sc1nncn1C)C(=O)Nc1ccccc1OC (stereo unspecified) | 6 | -2 | -10 | 0 | 5 | -5 | -13 | 0.3 | -2
O=C(Nc1cccc(CNCCc2c[nH]c3ccccc23)c1)c1ccccc1Cl | 1 | 4 | -21 | 24 | 6 | -2 | 3 | 27* | -3
Nc1ccccc1Sc1nc2ccccc2[nH]1 | 1 | 5 | -5 | 0 | 2 | 11 | -8 | 0.5 | -1
COC(=O)c1ccccc1NC(=O)Nc1cc(C(C)(C)C)on1 | 1 | -10 | -8 | 1 | 9 | -5 | -1 | 1.5 | 1
CC(NC(=S)Nc1ccc(S(N)(=O)=O)cc1)c1ccc2c(c1)OCO2 (stereo unspecified) | 7 | 2 | -4 | 1 | -1 | -3 | 10 | 0.4 | -5
CN1C(=O)C(c2ccccc2[N+](=O)[O-])C(=O)c2ccccc21 (stereo unspecified) | 5 | -7 | -5 | 0 | 8 | -8 | -11 | 0.2 | -4
COc1ccc(NC(=O)N(C)C[C@H]2Oc3c(NC(=O)c4nc5ccccc5s4)cccc3C(=O)N([C@@H](C)CO)C[C@H]2C)cc1 | -3 | -21 | -7 | 12 | -9 | -7 | -11 | 2.7 | -5
CCOC(=O)Cc1csc(NC(=S)NC(=O)c2ccc(Cl)cc2)n1 | 3 | 16 | -19 | 0 | 0 | -12 | -17 | 0.3 | -4
CCCCc1ccc(NC(=O)Nc2c(C)n(C)n(-c3ccccc3)c2=O)cc1 | 8 | -17 | -8 | 1 | 6 | -9 | 16 | 9.1 | -2
CCOC(=O)C(C)n1cnc2c(nnn2-c2cccc(Cl)c2)c1=O (stereo unspecified) | -8 | -3 | -2 | 7 | -7 | 0 | 3 | 4.5 | -5
CCN(CC)C(=O)[C@H]1C[C@H](CC(=O)NCc2cccc(C(F)(F)F)c2)C(=O)N2CCc3c([nH]c4ccc(Cl)cc34)[C@]12C | 19 | -4 | / | -1 | -12 | -10 | -11 | -0.8 | -1
CCN(CC(=O)Nc1c(F)cccc1F)C(=O)CNC(=O)c1ccco1 | 2 | -7 | 1 | 0 | -7 | -6 | -1 | 0.0 | -2
O=C(O)c1ccccc1N/C=C\[N+](=O)[O-] | 10 | -4 | -4 | 4 | -9 | -2 | 3 | 0.9 | -6
CC(C)=CC(=O)Nc1ccc(S(=O)(=O)Nc2ccccn2)cc1 | 9 | -10 | -8 | 1 | -6 | -7 | -11 | 0.1 | 2
Cc1ccc(S(=O)(=O)N2C[C@H]3C(=O)C[C@@H](c4ccccc4)N(S(C)(=O)=O)[C@H]3C[C@H]2c2ccccc2)cc1 | 1 | / | / | 4 | 5 | 4 | 8 | 0.8 | -5
CN1C(=C2C(=O)OC(C)(C)OC2=O)Sc2ccccc21 | 2 | -2 | 1 | 1 | 3 | -16 | -9 | 0.6 | -2
Cc1nc(C(F)(F)F)ccc1C(=O)N1CCCCC1 | 5 | -7 | -4 | 1 | 2 | -3 | -1 | -0.2 | -1
COc1ccc(-c2nnn(CCc3nn[nH]n3)n2)cc1OC | 6 | 6 | -4 | 1 | -1 | -7 | 5 | 0.0 | -3
C=CCOc1ccc(/C(O)=C2/C(=O)C(=O)N(CCCN3CCOCC3)C2c2ccccc2)cc1 (stereo unspecified) | 2 | -26 | -12 | 0 | 5 | -22 | 13 | -0.3 | -5
O=C(CNC(=O)c1ccc(Cl)cc1)c1ccccc1 | 10 | -18 | -1 | 1 | -4 | -14 | 3 | -0.3 | -2
CCC/C(=N\NC(=O)CNC(=O)c1ccc(Cl)cc1)c1ccccc1 | 11 | -6 | -2 | 1 | -5 | -5 | -11 | -0.5 | -11
O=C(N/N=C/c1ccncc1)c1cccc(N/N=C/c2ccncc2)c1 | 2 | -19 | -7 | 4 | 2 | -5 | -1 | 1.4 | -3
O=C(O)c1ccc(N2C(=O)CC(N3CCN(c4cccc(C(F)(F)F)c4)CC3)C2=O)cc1 (stereo unspecified) | 4 | 12 | 5 | 0 | -14 | -15 | -16 | 0.0 | -3
Cc1nc2c(OCc3ccc(F)cc3)cccn2c1N(C)C(=O)CCC1CCCC1 | -33 | / | / | 7 | 18 | 43* | -12 | 2.8 | -8
Cc1cccc(NC(=S)NC(C)C(c2cccs2)N2CCN(C)CC2)c1C (stereo unspecified) | 11 | -13 | -5 | 1 | -6 | -13 | -7 | 12 | -3
O=C(Cn1cc(/C=C\[N+](=O)[O-])c2ccccc21)Nc1ccccc1 | 5 | 29 | -6 | 6 | 2 | -6 | -13 | 5.0 | 0
CCOC(=O)c1c(NC(=O)CN2CCOCC2)sc2c1CCCC2=O | 1 | -20 | -10 | 0 | -1 | 3 | -11 | 0.6 | -3
Cc1nnc(SCC(=O)N(Cc2ccccc2)C(C)(C)C)[nH]c1=O | 1 | -3 | 4 | 0 | 4 | 9 | 5 | -0.1 | -8
CCCCc1sc(-c2c(C#N)c(N)nc3c2CCCCC3)cc1[N+](=O)[O-] | 5 | -7 | -1 | 1 | -2 | -11 | -27 | 0.6 | -3
COC(=O)N/N=C/c1ccc(-c2ccc(Cl)c(Cl)c2)o1 | 10 | -2 | -9 | 4 | 2 | -1 | -6 | 3.0 | 0
O=C1Cc2ccccc2N1c1ccccc1 | 0 | -1 | -15 | 0 | 0 | -1 | -14 | 0.1 | -4
O=C(c1ccco1)N1N=C(c2ccccc2)CC1c1ccc2nccnc2c1 (stereo unspecified) | 0 | -22 | -4 | 5 | 5 | 9 | -14 | 1.0 | 0
Cc1cccc(C)c1NC(=S)N1CC(C)OC(C)C1 (stereo unspecified) | 11 | -10 | 5 | 1 | -11 | -17 | -13 | 0.2 | 1
COCCOc1ccc(C(F)(F)F)cc1NC(=O)COC(=O)c1cc[n+]([O-])cc1 | 4 | -9 | -8 | 0 | 7 | -5 | -1 | 0.6 | -4
CCOC(=O)c1[nH]c(C)c(C(=O)OCC(=O)N(CC)C2CCS(=O)(=O)C2)c1C (stereo unspecified) | 7 | -10 | -8 | 0 | -5 | -26 | 7 | 0.0 | -2
Cc1cc2cc(C#N)c(SCC(=O)Nc3nonc3C)nc2cc1C | 13 | 17 | -5 | 4 | 7 | -8 | -2 | 1.0 | 1
COc1ccc(C[C@@H]2CN3C(=NC[C@@H]3C)N2C[C@H](C)NC(=O)CCC2CCCCC2)cc1 | -2 | -16 | -3 | 0 | 5 | -8 | -16 | 0.1 | -10
CC(=O)N1CCN2C(=O)C1CCCC(=O)c1cc(C(C)C)ccc12 (stereo unspecified) | 2 | -6 | -1 | 1 | -5 | -5 | 0 | -0.1 | -2
COc1ccc(Cl)cc1NC(=O)COC(=O)C1CC(=O)N(Cc2ccccc2)C1 (stereo unspecified) | 12 | -19 | -7 | 5 | -5 | -15 | 8 | 1.6 | 0
Cc1cc(Cl)c2oc(C(=O)N(C)Cc3cc(C)[nH]n3)c(C)c2c1 | 16 | -16 | -1 | 1 | -13 | -20 | 1 | 0.8 | 0

Reformatted with two lines to a compound: entries from further up.
Every second line gives: CHRM1 PAM	CHO parental Ca	OXTR potentiator	CHRM4 agonist	M4 antag	CHRM1 antagonist	CHO-K1 Ca antag	CHO-K1 Ca ag	CHRM1 agonist
CCCCc1sc(-c2c(C#N)c(N)nc3c2CCCCC3)cc1[N+](=O)[O-]
→ 5	-7	-1	1	-2	-11	-27	0.6	-3
COC(=O)N/N=C/c1ccc(-c2ccc(Cl)c(Cl)c2)o1
→ 10	-2	-9	4	2	-1	-6	3.0	0

Continued:
Molecule,CHRM1 PAM,CHO parental Ca,OXTR potentiator,CHRM4 agonist,M4 antag,CHRM1 antagonist,CHO-K1 Ca antag,CHO-K1 Ca ag,CHRM1 agonist
Cc1nnc(SCC(=O)Nc2ccc([N+](=O)[O-])cc2)n1C,15,-13,-9,0,-8,-21,-10,0.0,-5
CCNC(=S)N(Cc1cc2c(C)ccc(C)c2[nH]c1=O)C1CCCC1,12,-21,-1,1,-11,-8,-17,0.0,-1
CCOC(=O)c1c(-c2ccc(F)cc2)csc1NC(=O)CCN1C(=O)c2ccccc2C1=O,10,-13,2,1,-11,-6,-3,0.1,-5
CCC(C)(C)NC(=O)C(c1ccc(C)cc1)N(Cc1cccnc1)C(=O)c1csnn1 (stereo unspecified),4,-20,-9,0,0,-7,-6,0.0,-3
CCC(CC)NC(=O)c1ccc(Cl)cc1,-1,-8,7,0,-4,2,-13,0.2,-9
NC(=O)C1Cc2ccccc2CN1C(=O)c1cc(C2CC2)nn1-c1ccccc1 (stereo unspecified),-2,-10,-8,11,-4,1,-15,6.1,1
CC(C)CCOc1cccc(OCC(=O)O)c1,4,/,/,1,8,-1,-7,0.5,-8
O=c1nc(N2CCOCC2)ccn1-c1nc(-c2ccccc2)sc1-c1ccccc1,6,-15,3,3,-2,-8,4,1.0,-3
COc1ccccc1CNC(=O)C/C(C)=N/NC(=O)Cc1ccc(Cl)cc1,15,-5,-9,1,-16,-14,-12,0.5,-5
COc1ccc(NC(=O)Nc2ccc3c(c2)C(=O)N([C@H](C)CO)C[C@H](C)[C@@H](CN(C)C(=O)Nc2ccccc2)O3)cc1,3,6,2,-1,-13,-9,-14,-0.2,-4
O=C(NC1CCCCC1)c1ccc(Br)o1,4,-12,4,0,-3,-25,-20,0.1,-4
O=c1c2[nH]c3ccc(F)cc3c2ncn1Cc1ccncc1,12,8,-15,1,0,-10,-4,0.1,0
